S3 lipid droplet = qHTS Assay for Lipid Storage Modulators in Drosophila S3 Cells; lipid storage change, negative = inhibition, % at the top dose, mostly 46.1 µM; hits show Potency in µM; Drosophila S3 cells, BODIPY lipid droplet fluorescence, 18-24 h; cells fed with added oleic acid; 0.64% of 320,000 active; active = well fitted inhibition curve with a large enough effect in the signal ratio, with a control signal flat, not every such curve was filed as active; inconclusive = small, poorly fitted or top-dose-only effect, or effect the other way, or a change in a side signal; the % refers to the signal ratio
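Drosophila S3 cells loaded with oleic acid (400 uM, as added) and compounds at several concentrations; lipid droplets imaged by 488-nm laser-scanning cytometry, 500–530 nm intensity and object ratio to cell channel. Percent activity normalized to 20 uM Triacsin C.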
S3 lipid droplet cell count max = second read-out of S3 lipid droplet, no call of its own (marks repeat the call); cell number change, %; measured here: cell count max response;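 cells counted by Cell Tracker Red CMTPX staining in the red channel; peak over a dose series mostly up to 46.1 µM; percent activity relative to internal control wells on each plate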
* = called active by the depositor; i = inactive; ? = inconclusive; / = no result given. % is scaled to controls: 0 for no effect and ±100 for the full control effect; potency is read from the fitted curve at half-maximal effect. An excerpt (hit frequency here may not be typical).

Every second line gives: S3 lipid droplet cell count max, S3 lipid droplet
- CC1Nc2ncnc(N3CCN(c4ccccc4)CC3)c2N(Cc2ccccc2)C1=O (stereo not given)
→ 22.3, 20.6%
- COc1ccc(-n2nc3c(c2NC(=O)COc2cccc(OC)c2)CS(=O)(=O)C3)cc1
→ /, ?
- Cc1ccc(-n2nnnc2SCC(=O)NNC(=O)c2ccco2)c(C)c1
→ /, 9.3%
- CCOc1cc(NC(=O)C2CCCCC2)c(OCC)cc1NC(=O)c1ccccn1
→ -4.6, -24.2%
- CN1CCN(c2ccc(NC(=O)c3ccc4ccccc4c3)cc2)CC1
→ /, ?
- COc1ccc(OC)c(NC(=O)Cc2coc3ccc(C)cc23)c1
→ -6.2, i
- COc1ccc(OCCCn2cc(/C=C3/C(=N)N4C=C(C)SC4=NC3=O)c3ccccc32)cc1
→ /, ?
- O=C(COc1ccccc1)n1nc(-c2ccc(Cl)cc2)nc1NCc1ccco1
→ /, i
- COc1ccc(C(=S)N(C)C)cc1OC
→ 8.9, -14.1%
- CCOC(=O)N1CCN(CC(=O)Nc2ccc(F)c(F)c2)CC1
→ 3.8, 7.6%
- C/C(=N\Nc1cccc2cccnc12)c1ccc(C)cc1
→ -8.6, -14.1%
- COc1ccccc1OCC(=O)Nc1ccc(S(=O)(=O)N2CCCCCC2)cc1
→ /, ?
- C=CCSc1nc(C)c(CC(=O)OCC(C)C)c(=O)[nH]1
→ /, ?
- O=C(O)CCCNC(=O)/C(=C\c1ccc(Cl)cc1)NC(=O)c1ccccc1Br
→ /, ?
- COc1cc2ccccc2cc1C(=O)Nc1ccc(O)cc1
→ /, ?
- CCCc1cc(=O)oc2cc(OCC(=O)NCc3ccccn3)ccc12
→ /, ?
- Cc1cccc(C(=O)NCc2ccc(S(N)(=O)=O)cc2)c1[N+](=O)[O-]
→ /, ?
- COc1ccc(/C=C/C(=O)Nc2cc(C)on2)cc1
→ 17.5, 18.6%
- Cn1ncc(N=Cc2ccc([N+](=O)[O-])cc2)c1C(=O)N1CCOCC1
→ /, ?
- O=C(NCCc1ccccc1)C1CCCN(S(=O)(=O)c2cccnc2)C1 (stereo not given)
→ /, ?
- O=C(NCCc1ccc(F)cc1)c1cccc(NC(=O)c2ccccc2)c1
→ /, ?
- CCn1c(CC(=O)Nc2ccc(C)cc2)nnc1SCC(=O)NCc1ccccc1
→ /, ?
- O=S(=O)(NCc1ccc(F)cc1)c1ccc(-c2cnc(C3CC3)o2)cc1
→ /, ?
- Cc1[nH]nc(N=CC2=C(O)CC(C)(C)CC2=O)c1-c1ccc(Cl)cc1
→ /, ?
- COc1ccc(S(=O)(=O)NCCC(=O)NCc2ccccc2)cc1
→ -3.0, -8.4%
- Cc1c(NC(=S)NC(NC(=O)C(C)(C)C)C(Cl)(Cl)Cl)c(=O)n(-c2ccccc2)n1C (stereo not given)
→ /, ?
- CN(C)C(=O)c1c(-c2ccccc2)oc2ccc(O)cc12
→ /, ?
- Cc1nc(SCc2ccccc2)c2ccsc2n1
→ /, ?
- CCCn1c(=O)n(N)c2ccccc21
→ -14.6, 21.0%
- CC(C)CC(=O)NC(=S)Nc1ccc(F)cc1F
→ /, ?
- CCOC(=O)c1ccc(NC2c3ccccc3C(=O)N2c2ccc(C)cn2)cc1 (stereo not given)
→ /, ?
- CCOc1ccc(OCC)c(-c2c(=O)n(OCc3ccc(Cl)cc3)c3ccccc3[n+]2[O-])c1
→ 0.6, -18.2%
- O=C(Cc1ccccc1)NN1CCCCC1
→ /, ?
- CCc1ccc(OCc2nnc(SCC(=O)Nc3cccc(C(=O)N4CCOCC4)c3)o2)cc1
→ /, ?
- C=CCn1c(NC(=O)c2ccc(Br)o2)c(C(=O)OCC)sc1=S
→ 12.3, 2.2%
- C/C(CCC(=O)O)=N/Nc1ccc([N+](=O)[O-])cc1[N+](=O)[O-]
→ /, ?
- CCOC(=O)c1cnc(SC)nc1Oc1cccc(NS(=O)(=O)c2ccc(Cl)cc2)c1
→ -0.7, 5.5%
- Cc1occc1C(=O)NNC(=S)NCc1ccccc1
→ /, ?
- CCOC(=O)C(=Cc1ccc(-n2ccnc2)cc1)C(=O)OCC
→ 7.1, -2.0%
- O=C(OCC(=O)N1CCCC1)c1cccs1
→ -1.3, -5.4%
- O=C(Nc1cccc(C(F)(F)F)c1)C1CCCO1 (stereo not given)
→ 12.4, -6.3%
- Cc1cccc(OCC(=O)OCC(=O)c2c(N)n(C)c(=O)n(C)c2=O)c1
→ -18.3, -0.7%
- CN1CCN(S(=O)(=O)c2cccc(C(=O)N(C)Cc3cccs3)c2)CC1
→ /, ?
- NC(=O)C1CCN(C(=O)c2cc3c(s2)CCCC3)CC1
→ /, ?
- COc1ccccc1CNC1CCN(Cc2ccccc2)CC1
→ /, ?
- CSc1ccc(S(=O)(=O)NCC(=O)OCC(=O)NC2(C#N)CCCCC2)cc1[N+](=O)[O-]
→ /, ?
- Cc1ccccc1C(=O)Nc1ccc(N2CCCC2)cc1
→ /, ?
- CCS(=O)CCSC(=N)N (stereo not given)
→ /, ?
- CC1=C(CCN2CCN(C(C)C)C(CCO)C2)C(C)(C)CCC1 (stereo not given)
→ 6.9, -2.0%
- O=C(CCc1nnc(CCCCc2ccccc2)o1)NCCCc1cccnc1
→ 2.5, 8.5%
- COc1ccc(-n2c(N)c(C(=O)NCc3ccco3)c3nc4ccccc4nc32)cc1OC
→ /, ?
- Cc1cc(C)c(NC(=O)CSc2nnc(CN3CCOCC3)n2C)c(C)c1
→ /, ?
- CCCn1c(CN2CCN(C(=O)OCC)CC2)nc2cc([N+](=O)[O-])ccc21
→ /, ?
- CCOC(=O)CNC(=O)C1(/C=C/c2ccccc2)CC(=O)N1c1ccc(C)cc1 (stereo not given)
→ /, ?
- CCc1ccccc1NC(=O)CN(C)Cc1nc(N)nc(Nc2ccccc2C)n1
→ /, ?
- CC(C)OC(=O)c1nn2c(C(F)(F)F)cc(-c3ccc(Br)o3)nc2c1Br
→ -5.2, 22.3%
- CCc1ccc2nc(NC(=O)C3CSC4(C)CCC(=O)N34)sc2c1 (stereo not given)
→ /, ?
- Nc1ccn(Cc2cccc(Cl)c2)n1
→ /, ?
- CC[N+](CC)(CC)CCOc1cccc(OCC[N+](CC)(CC)CC)c1OCC[N+](CC)(CC)CC
→ /, ?
- COc1ccc(NC(=O)NNC(=O)COc2ccc3cc(Br)ccc3c2)c(OC)c1
→ -22.9, i

Next part.
Every second line gives: S3 lipid droplet cell count max, S3 lipid droplet
- CN(C(=O)CCc1nc2ccccc2s1)c1ccccc1
→ /, ?
- c1ccc(NC2=Nc3ccccc3CC2)cc1
→ /, ?
- CC(C)OC(=O)/C(=C\C=C\c1ccccc1)NC(=O)c1ccccc1
→ /, ?
- COc1cc(/C=N/NC(=O)c2ccc(CSc3nncn3C)cc2)cc(OC)c1O
→ /, ?
- O=C(Nc1ccc(Cl)cn1)c1cc2ccccc2o1
→ /, 26.0%
- CCOC(=O)c1cnc(-n2nc(C)cc2C)nc1NCc1ccccc1
→ /, ?
- N#C/C(=C\c1c(Oc2ccc(Cl)cc2)nc2ccccn2c1=O)C(=O)NC1CCS(=O)(=O)C1 (stereo not given)
→ /, ?
- CC1CC(C)CN(C(=O)c2ccc(S(=O)(=O)N3CCCCC3)cc2)C1 (stereo not given)
→ /, ?
- CCOC(=O)c1c(S(=O)(=O)NCC(=O)Nc2ccc(C)cc2)c(C)n(C)c1C
→ /, ?
- CN1CCc2nc(NC(=O)c3cccc(OC(F)F)c3)sc2C1
→ /, ?
- Cc1ccc(NC(=O)CCNS(=O)(=O)c2ccccc2)c(C(=O)c2ccccc2)c1
→ /, ?
- CCCCN(C(=O)CSc1nnc(-c2ccco2)o1)c1c(N)n(Cc2ccccc2)c(=O)[nH]c1=O
→ 7.2, -1.0%
- Cc1cccc(NS(=O)(=O)c2cccc(C(=O)NCC3(N4CCCCC4)CCCCC3)c2)c1
→ -23.6, i
- Cc1ccc(S(=O)(=O)N2CC(O)C[C@H]2C(=O)OCC(=O)c2ccccc2)cc1 (stereo not given in full)
→ 4.5, -1.7%
- COc1ccc(OCc2cc(C(=O)N3C[C@H]4CC[C@H]3C4)no2)c(Cl)c1
→ /, ?
- Cn1nccc1C(=O)N1CCN(c2ccc(F)cc2)CC1
→ -2.7, 3.3%
- COc1ccc(/C=C/C(=O)C2CC2)cc1COc1c(C)cccc1C
→ -10.9, -5.7%
- CCOC(=O)C1CCCN(c2c(C(=O)c3ccccc3)cnc3ccc(OC)cc23)C1 (stereo not given)
→ /, ?
- CCCCNc1ccc(S(=O)(=O)c2cccc([N+](=O)[O-])c2)cc1[N+](=O)[O-]
→ /, ?
- O=C(O)c1cc(Cl)c(Cl)cc1C(=O)N1CCCC1
→ /, ?
- CCOc1ccc(-c2c(C#N)c(N)nc3sc(C(=O)c4ccccc4)c(N)c23)cc1
→ /, ?
- Cc1ccnc(N2CCC(C(=O)Nc3ccc(Oc4ccccc4)cc3)CC2)n1
→ /, ?
- CCOc1cc(CNCCCN2CCOCC2)cc(Cl)c1OCC(=O)NC(C)(C)C
→ /, ?
- COc1ccc(/C=C/C(=O)Nc2ccccc2C(=O)O)cc1
→ -10.0, -8.7%
- O=C(NCCc1c[nH]c2ccccc12)C1CCC(Cn2c(=S)[nH]c3ccccc3c2=O)CC1 (stereo not given)
→ /, ?
- O=C(CN1CCCC1)N1CCCc2ccccc21
→ 1.9, -0.7%
- Cc1cccc(NC(=O)/C(C#N)=C/c2ccc[nH]2)c1C
→ /, ?
- COC(=O)c1c(NC(=O)c2ccccc2C(=O)O)sc2c1CCC2
→ 4.4, 10.9%
- CCOc1ccccc1N(CC(=O)NC1CCCCC1)C(=O)CCC(=O)Nc1cc(C)ccn1
→ 1.7, i
- Cc1cccc(NC(=O)CSc2nnc(CNC(=O)c3ccco3)o2)c1
→ -11.3, i
- COc1ccc(CC(NC(C)=O)C(=O)NC2CCN(C(=O)c3ccccc3F)CC2)cc1 (stereo not given)
→ /, ?
- S=c1[nH]nc(CCCc2n[nH]c(=S)o2)o1
→ -9.3, -17.5%
- O=C(Nc1ccnn1C1CCN(C/C=C/c2ccccc2)CC1)c1cccc(F)c1
→ /, ?
- CCc1nc2ccccc2c(C(=O)NCc2ccccc2)c1C
→ -6.6, 24.4%
- Cc1ccc(S(=O)(=O)NC(=NCC(=O)O)c2ccccc2)cc1
→ /, ?
- C=CCn1c(C2CC2)n[nH]c1=S
→ /, ?
- O=C(NCCC1=CCCCC1)c1cccc(S(=O)(=O)N2CCCCC2)c1
→ /, ?
- NC(=O)C1CCN(CC(=O)Nc2nccs2)CC1
→ /, ?
- CN(C)C(=O)c1cc(C(=O)c2ccc(C(F)(F)F)cc2F)c[nH]1
→ /, ?
- Cc1ccc(-c2[nH]ncc2CN2CCN(C(=O)c3cccs3)CC2)cc1C
→ /, ?
- COc1ccc(-c2cc3nc4ccccc4n3c(N)c2C#N)cc1
→ -6.0, -7.8%
- O=C(COC(=O)C1=COCCO1)Nc1ccc(F)cc1
→ /, ?
- CC(OC(=O)c1cccs1)C(=O)NCC1CCCO1 (stereo not given)
→ /, ?
- Cc1oc2c(CN3CCOCC3)c(O)ccc2c(=O)c1-c1ccc(Cl)cc1
→ 5.2, -0.3%
- c1ccc(CN2CCCC3(CCCN(Cc4nc(CC5CC5)no4)C3)C2)cc1 (stereo not given)
→ -0.1, 14.9%
- COc1ccc(S(=O)(=O)N2CCCCC2C(=O)O)cc1 (stereo not given)
→ 4.7, 1.4%
- COc1ccc(CC(=O)Nc2cc(S(=O)(=O)N3CCCC3)ccc2Cl)c(OC)c1
→ /, ?
- Cn1c(N)c(C(=O)COC(=O)Cn2cc(C(F)(F)F)ccc2=O)c(=O)n(C)c1=O
→ /, ?
- O=C(NC1CCN(C(=S)Nc2ccc(F)cc2)CC1)C1CCCCC1
→ /, ?
- CC(C)CCn1c(SCC(N)=O)nc2c1c(=O)n(C)c(=O)n2C
→ 3.9, 7.2%
- CN1CCN(CC(C)(C)NS(=O)(=O)c2ccc(Cl)cc2)CC1
→ 2.2, -6.0%
- O=C(CCC(=O)Nc1ccccc1)N/N=C/c1ccncc1
→ /, ?
- O=C(NCc1ccccn1)c1ccc(Cl)c(S(=O)(=O)N2CCCCCC2)c1
→ /, ?
- CCOC(=O)c1sc(NC(=O)COc2ccc3c(c2)OCO3)nc1C
→ 4.8, 1.7%
- COc1ccc(C2OC(=O)CC2C(=O)NC2CCCC(C)C2C)cc1OC (stereo not given)
→ -11.3, i
- COC(=O)c1ccc(CSc2nnc3ccccn23)o1
→ /, ?
- Cc1ccc(CNCc2ccc3c(c2)OCO3)c(C)c1
→ -0.8, i
- CSCCC(NC(=O)c1ccccc1)C(=O)N1CC(C)OC(C)C1 (stereo not given)
→ /, ?
- COc1ccccc1CNC(=O)Cn1cccc1C(=O)c1ccccc1C
→ -15.2, i
- CCOc1cc(N2CCOCC2)c(OCC)cc1NC(=O)c1ccccc1
→ /, ?
- O=C(NCC1CCCO1)c1cc2ccccc2[nH]1 (stereo not given)
→ /, ?

Part of the list above in order of SMILES length, ascending.
Every second line gives: S3 lipid droplet cell count max, S3 lipid droplet
- COc1ccc(S(=O)(=O)N2CCCCC2C(=O)O)cc1 (stereo not given)
→ 4.7, 1.4%
- COc1ccc(C2OC(=O)CC2C(=O)NC2CCCC(C)C2C)cc1OC (stereo not given)
→ -11.3, i
- O=C(NCc1ccccn1)c1ccc(Cl)c(S(=O)(=O)N2CCCCCC2)c1
→ /, ?

Screens as filed in PubChem.
